Pin1 inhibitor = blocks the human prolyl isomerase Pin1; Q13526; Pin1 FP peptide displacement, HiFluor488, 10 min; Potency, µM (top dose mostly 115 µM), without a hit: at the highest dose activity, negative = inhibition, most hits filed as inhibitors; 390,000 tested, 0.009% active; active = well fitted inhibition curve with a large enough effect in the polarisation, with a control signal flat, not every such curve was filed as active; inconclusive = small, poorly fitted or top-dose-only effect, or effect the other way, or a change in a side signal; inactive = no such curve, though single readings can be large or run the other way; the % refers to the polarisation; note: potency is the fitted concentration of half-maximal effect; % is set by controls: 0 for no effect and ±100 for the full control effect
Target sequence (Q13526 whole entry, looked up): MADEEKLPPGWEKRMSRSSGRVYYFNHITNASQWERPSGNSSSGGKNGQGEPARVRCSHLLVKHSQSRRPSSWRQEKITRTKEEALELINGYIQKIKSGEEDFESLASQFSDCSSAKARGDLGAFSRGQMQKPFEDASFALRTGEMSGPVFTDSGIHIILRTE
mIDH1 inhibitor = blocks human mutant IDH1 R132H enzyme; O75874; IDH1-R132H enzyme, NADPH consumption, diaphorase/resazurin fluorescence; Potency, µM (doses to about 76.6 µM), for the others: at the highest dose activity change, negative = inhibition, actives largely listed as inhibitors; 390,000 tested, 0.093% active; AID 602179; note: potency is the fitted concentration of half-maximal effect; % is set by controls: 0 for no effect and ±100 for the full control effect; nearly all actives have a fitted effect of over 65% in size
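IDH1-R132H (0.5 ug/mL dispensed) in pH 7.5 Tris buffer was preincubated 30 min with compound, then given a substrate mix of 0.016 mM NADPH and 2 mM alpha-KG for 80 min at room temperature; remaining NADPH was read by diaphorase/resazurin fluorescence.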
HP1b chromo inh = inhibitors of HP1-beta chromodomain binding to methylated histone tails; P83916; AlphaScreen HP1-beta / biotin-H3K9me3 peptide binding; Potency, µM (highest dose often 114 µM), for inactives: at the highest dose activity change, negative = inhibition, most hits filed as inhibitors; 390,000 tested, 0.56% active; note: potency is the fitted concentration of half-maximal effect; nearly all actives have a fitted effect of over 70% in size; inactives centre near 23
Target sequence (P83916 whole entry, looked up): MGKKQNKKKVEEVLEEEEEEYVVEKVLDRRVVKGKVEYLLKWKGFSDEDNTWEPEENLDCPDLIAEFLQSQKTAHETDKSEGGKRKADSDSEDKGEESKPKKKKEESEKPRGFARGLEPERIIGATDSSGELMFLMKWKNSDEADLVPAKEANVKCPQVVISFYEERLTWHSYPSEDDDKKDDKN
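Compound inhibition of the preformed complex between 50 nM HP1-beta and 50 nM biotinylated H3K9me3 peptide was read by AlphaScreen. Buffer was PBS pH 7.4 with 0.01% Tween-20. Incubations ran 30 min at room temperature, with 10 ug/mL donor/acceptor beads.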
TrxR1 inh = rat TrxR1 inhibition | recombinant rTrxR1, NADPH fluorescence consumption, selenite substrate | Potency, µM (doses to about 114 µM), for inactives: top-dose activity change, negative = inhibition, most hits filed as inhibitors | 390,000 tested, 1% active; note: potency is the fitted concentration of half-maximal effect; % is set by controls: 0 for no effect and ±100 for the full control effect; nearly all actives have a fitted effect of over 65% in size
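Rat TrxR1 (90 nM in the dispensed reagent) was pre-reduced with 400 uM NADPH for 5 min at room temperature, then incubated with compound for 15 min. After 400 uM selenite was added, NADPH fluorescence (Ex 340/Em 450 nm) was followed for 8 min.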
PI4K2A block = inhibitors of human PI4K2A; 420,000 tested, 0.13% active; Q9BTU6; AID 1346378; purified PI4K2A, ADP-Glo luminescence, 1 h; stronger effect = lower value; activity change, negative = inhibition, % at 76.9 µM; in the data active = activity change below about -50%; inconclusive = mostly about -30% to -49%;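 note: -100% = wells without enzyme as full effect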
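PI4K2A activity was measured by ADP-Glo luminescence: enzyme (4 ug/mL stock) and phosphatidylinositol (1.2 mM stock) in Tris pH 7.5/MgCl2/EGTA/Triton X-100 buffer were reacted with ATP (300 microM stock) for one hour at ambient temperature.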
TrxR1 substrate = rat thioredoxin reductase 1 substrate activity; purified TrxR1 substrate turnover, NADPH consumption readout; O89049; 390,000 tested, 0.01% active; Potency, µM (top dose mostly 114 µM), for the others: top-dose activity change, negative = substrate turnover; AID 588456; note: potency is the fitted concentration of half-maximal effect; % is set by controls: 0 for no effect and ±100 for the full control effect; nearly all actives have a fitted effect of over 50% in size
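Rat TrxR1, dispensed at 90 nM, was prereduced with 400 uM NADPH (final) for 5 min at ~22 deg C, then incubated with compound 15 min before 400 uM selenite. A first-read NADPH fluorescence drop versus no-compound background flagged substrates.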
Tb PGK inh = inhibitors of T. brucei phosphoglycerate kinase; 380,000 tested, 0.043% active; Potency, µM (series often up to 57.5 µM), without a hit: top-dose activity change, negative = inhibition, most hits filed as inhibitors; PGK/GAPDH coupled, Kinase-Glo luminescence, 60 min; P07378; note: potency is the fitted concentration of half-maximal effect; % is set by controls: 0 for no effect and ±100 for the full control effect; nearly all actives have a fitted effect of over 60% in size
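Recombinant glycosomal PGK reaction used 1,3-bisphosphoglycerate generated in-well by GAPDH (100nM final) in 100mM TEA pH 7.6, 5mM MgCl2, 0.01% Tween-20. After 60 minutes at room temperature, ATP was read by Kinase-Glo Plus luminescence end-point.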
GLS inhibitor = inhibitors of human glutaminase (GLS); GLS enzymatic activity, qHTS titration; 410,000 tested, 0.21% active; Potency, µM (top dose mostly 45.5 µM), for the others: at the top dose activity change, negative = inhibition, actives largely listed as inhibitors; note: potency is the fitted concentration of half-maximal effect; % is set by controls: 0 for no effect and ±100 for the full control effect
Target sequence (O94925 whole entry, looked up): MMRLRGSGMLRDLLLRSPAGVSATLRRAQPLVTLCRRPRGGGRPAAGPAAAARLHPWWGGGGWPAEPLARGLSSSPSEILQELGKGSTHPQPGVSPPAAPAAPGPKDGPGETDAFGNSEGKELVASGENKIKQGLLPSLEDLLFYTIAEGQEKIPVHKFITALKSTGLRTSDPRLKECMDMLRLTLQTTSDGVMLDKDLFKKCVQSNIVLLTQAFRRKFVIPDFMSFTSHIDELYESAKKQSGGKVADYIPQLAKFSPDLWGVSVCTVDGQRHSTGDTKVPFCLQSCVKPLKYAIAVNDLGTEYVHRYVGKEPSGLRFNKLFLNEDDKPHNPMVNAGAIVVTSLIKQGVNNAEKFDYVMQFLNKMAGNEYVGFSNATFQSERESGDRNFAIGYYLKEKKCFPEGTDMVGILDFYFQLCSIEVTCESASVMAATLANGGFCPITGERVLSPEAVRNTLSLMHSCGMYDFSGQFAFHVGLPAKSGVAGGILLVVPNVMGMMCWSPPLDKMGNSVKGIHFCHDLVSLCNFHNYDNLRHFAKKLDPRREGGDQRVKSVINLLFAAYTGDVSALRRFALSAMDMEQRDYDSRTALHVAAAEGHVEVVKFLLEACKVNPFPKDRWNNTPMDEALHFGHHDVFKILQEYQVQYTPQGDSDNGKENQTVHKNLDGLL
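hKGA in 45 mM KH2PO4 pH 8.2, 0.02% Tween-20 with pin-transferred compounds; 1 mM L-glutamine (stock) plus glutamate oxidase/HRP/Amplex Red coupling added. Fluorescence read initially and after 30 min at RT.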
USP1 inh = USP1/UAF1 (human) deubiquitinase inhibition; O94782; Potency, µM (top dose mostly 57.1 µM), without a hit: at the top dose activity change, negative = inhibition, usual class: inhibitors; recombinant USP1/UAF1, Ub-Rhodamine cleavage fluorescence; 390,000 tested, 0.23% active; note: potency is the fitted concentration of half-maximal effect; % is set by controls: 0 for no effect and ±100 for the full control effect; nearly all actives have a fitted effect of over 60% in size; inactives centre near -12
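USP1/UAF1 complex (1 nM) preincubated 15 min at room temperature with compound, then Ub-Rho substrate (150 nM final) added. Kinetic fluorescence at 480/540 nm over 6 reads at 60 s intervals; 50 mM HEPES pH 7.8, 0.5 mM EDTA, 0.1 mg/ml BSA, 1 mM TCEP, 0.01% Tween-20.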
An asterisk follows results filed as active; i = inactive; ? = inconclusive; . = not tested or not shown; [ ] = another dose, or the depositor's remark. Unless noted, calls come from the whole dose curve; as a rule, active = well fitted curve in the direction sought with a large enough effect; inconclusive = small, poorly fitted or top-dose-only effect, or another doubt; inactive = no such curve, though single readings can be large; an effect the other way counts as inactive or inconclusive. Only part of the results is shown; rates above refer to the full screens.

| SMILES | GLS inhibitor | USP1 inh | Pin1 inhibitor | TrxR1 inh | TrxR1 substrate | PI4K2A block | HP1b chromo inh | Tb PGK inh | mIDH1 inhibitor |
| --- | --- | --- | --- | --- | --- | --- | --- | --- | --- |
| Cc1ccc(CNc2ncccc2-c2nc(-c3ccc(Cl)cc3)no2)cc1 | -1.0% | -21.8% | -3.0% | 12.2% | -1.3% | -4.7 | 40.3%[activator] | 2.1% | -8.2% |
| O=C(OCc1ccccc1)c1cccc(-c2nnc(-c3ccccc3)o2)c1 | -2.9% | -10.5% | -7.4% | 14.3% | -0.5% | 5.3 | 77.6%[activator] | -8.0% | 1.7% |
| Cc1c(NC(=O)OCCNC(=O)COc2c(Cl)cccc2Cl)sc(=S)n1C | 15.3% | -0.6% | -0.8% | -7.2%[57.1 µM] | -4.8% | 1.1 | -22.9% | 4.2% | 8.3% |
| COCCn1c(SCc2ccccc2)nc2c1c(=O)[nH]c(=O)n2C | -5.9% | -19.7% | 0.1% | 12.9% | -3.1% | 4.1 | -4.0% | -8.3% | 3.3% |
| CC(C)N(C(=O)[C@H]1CC(CC(=O)NC(C)(C)C)C(=O)N2CCc3c([nH]c4ccccc34)[C@]12C)C(C)C (stereo partly specified) | 8.5% | 0.4% | ? | 1.9% | -10.4% | -0.7 | 6.3% | 0.0% | -10.9% |
| O=C(NC(c1ccccc1)c1ccccc1)c1ccc(CO)cc1 | 0.2% | ? | -0.2% | -4.3% | -3.6% | 0.7 | -3.7% | -5.1% | -9.3% |
| CCN(CC)S(=O)(=O)c1cccc(NC(=O)COC(=O)/C=C/c2cccs2)c1 | 6.3% | -3.1% | 4.1% | 5.1% | -9.0% | -9.2 | 3.0% | -8.3% | -2.0% |
| COc1cccc(CNC(=O)CSC2=Nc3ccccc3C3=NC(C(C)C)C(=O)N23)c1 (stereo unspecified) | -15.4% | ? | -4.6% | 6.8%[57.1 µM] | -2.8%[57.1 µM] | 2.9 | -2.1% | -3.6% | -5.4% |
| Cc1ccc(S(=O)(=O)N2CCN(C(=O)COC(=O)c3cc([N+](=O)[O-])ccc3NCCO)CC2)c(C)c1 | 1.1% | -14.8% | 11.2% | 16.6% | -3.1% | 1.0 | 12.7% | 3.9% | 3.1% |
| Cc1ccc2c(c1)-c1c(cnn1CC(=O)N(Cc1ccco1)C1CCCCC1)CO2 | 6.0% | -25.5% | 5.9% | 8.3%[57.1 µM] | 5.3%[57.1 µM] | -2.4 | -7.7% | -3.5% | -8.9% |
| CC(C)CCNC(=O)NC(=O)COC(=O)c1cc(S(=O)(=O)N2CCOCC2)ccc1N1CCCCC1 | 2.3% | -6.5% | -6.3% | 7.6% | 14.5% | -16.3 | 5.2% | -3.1% | 0.7% |
| CCNc1ncnc2[nH]ncc12 | -5.9% | -3.9% | 1.5% | 11.7%[57.1 µM] | 5.0%[57.1 µM] | -1.2 | 20.4%[57 µM] | -3.1% | -9.2% |
| COc1cc(C(=O)OCC(=O)Nc2ccc(F)cc2F)cc(OC)c1OC | . | -10.0% | 2.6% | -1.9% | -8.4% | -3.5 | 25.2% | -9.8% | 0.5% |
| COc1cc(S(=O)(=O)Nc2cccc3cn[nH]c23)c(OC)cc1C | 40.3%[activator] | -21.8% | -2.4% | 4.8% | 6.1% | -0.5 | 20.9% | -10.4% | 16.3% |
| CCCCCCC(=O)N1CCC(c2nc3c(nnn3Cc3ccccc3Cl)c(=O)[nH]2)CC1 | 15.8% | -0.3% | ? | 12.2% | -4.1% | 2.9 | 4.4% | -9.9% | 0.0% |
| O=C(CSc1c2c(nc3ccccc13)CCC2)Nc1ccc(F)cc1 | 2.8% | -0.4% | 2.4% | 3.5% | 0.9% | -11.2 | 43.9%[activator] | -4.1% | 11.5% |
| COC(=O)N=Nc1c(O)[nH]c2ccc(Br)cc12 | -8.7% | -18.8% | -3.4% | 0.9% | -4.5% | -1.5 | 4.8% | -0.3% | 9.0% |
| COc1ccccc1N1CCN(CCN2C(=O)C3CCCN3C2=O)CC1 (stereo unspecified) | 4.8% | -3.3% | -6.0% | 16.8%[57.1 µM] | 4.3%[57.1 µM] | -2.5 | 33.4% | -3.9% | 5.4% |
| Nc1nc(CSc2ncn[nH]2)nc(Nc2ccc(F)cc2)n1 | -1.6% | -20.7% | -5.5% | 7.6% | -1.1% | 2.0 | 40.2% | 5.6% | -4.6% |
| Cc1ccc(NC(=O)C(C)N2C(=O)c3ccccc3C2=O)nc1 (stereo unspecified) | -13.4% | -18.1% | -0.8% | -0.8% | -4.9% | 3.6 | 44.1%[activator] | i | -3.6% |
| Cc1cc(C)c(NC(=O)CCCC(=O)O)c(Cl)c1 | -3.6% | -10.4% | 0.8% | 2.7% | -3.2% | 1.5 | 21.3% | -11.1% | 3.3% |
| Cc1cc(C)cc(OC(C)C(=O)Nc2ccccc2C(=O)NCc2cccnc2)c1 (stereo unspecified) | -2.6% | -15.0% | -0.9% | 21.9%[57.1 µM] | -2.3%[57.1 µM] | 0.3 | 27.1% | -0.2% | -1.5% |
| CC1CCN(C(=S)NC(=O)c2cccs2)CC1 | -3.8% | -13.1% | 2.0% | -18.0% | -2.0% | 0.3 | 22.6% | -3.2% | 3.8% |
| O=C1CSC(c2cn(-c3ccccc3)nc2-c2cc3ccccc3oc2=O)N1Cc1ccco1 (stereo unspecified) | -1.4% | -25.4% | 43.9%[activator] | 118.1%[activator] | 260.3%[activator] | -2.2 | 24.3% | i | 10.2% |
| O=C(CSc1n[nH]c(=O)n1-c1cccnc1)Nc1ccccc1 | 4.2% | -4.9% | 6.5% | 12.1% | 2.6% | 6.1 | 26.1% | 6.6% | -9.5% |

Next section.
| SMILES | GLS inhibitor | USP1 inh | Pin1 inhibitor | TrxR1 inh | TrxR1 substrate | PI4K2A block | HP1b chromo inh | Tb PGK inh | mIDH1 inhibitor |
| --- | --- | --- | --- | --- | --- | --- | --- | --- | --- |
| COc1ccc(-c2csc(Nc3cccc(C)n3)n2)cc1 | -15.0% | -4.5% | ? | 4.0%[57.1 µM] | -4.5% | -7.2 | -3.5% | -2.4% | 1.1% |
| Cc1nc2ccc(F)cc2cc1C(=O)Nc1cccc(Cl)c1C | -6.5% | -7.6% | 22.8% | -15.9% | -5.3% | -1.6 | 30.9% | -7.2% | 3.2% |
| O=C(CCC(=O)N1CCOc2ccc(Cl)cc21)N1CCN(c2ccccn2)CC1 | -0.1% | -0.9% | -2.3% | 3.2% | 1.4%[57.1 µM] | -2.9 | 20.1% | 5.8% | 7.5% |
| COc1ccc(S(=O)(=O)N2CCC(C(=O)N[C@H](C(=O)NC3CCCC3)C(C)C)CC2)cc1 | -1.3% | -16.5% | -1.6% | 24.0% | 0.9% | -2.2 | 64.2%[activator] | -8.0% | -16.8% |
| Cc1nnc(SCC(=O)Nc2sc3c(c2C#N)CCCCC3)n1N | 16.7% | 2.4% | -0.6% | -2.9% | -9.0% | 1.4 | -13.0% | -5.8% | 5.0% |
| Cc1ccc2c(Cl)cc(Cl)c(OCC(=O)N3CCOCC3)c2n1 | 0.5% | -20.5% | -0.7% | 11.9% | 30.5%[activator] | -0.3 | 37.4% | -5.0% | 3.2% |
| Cc1ccc2nc(/C(C#N)=C/c3ccc(-c4cccc([N+](=O)[O-])c4)o3)[nH]c2c1 | -4.7% | -15.4% | 74.2%[activator] | -4.9% | -10.0% | -3.0 | -29.4% | -0.6% | 6.3% |
| COc1ccc(Cn2c(=S)[nH]c3cc(C(=O)NCCCN4CCOCC4)ccc3c2=O)cc1 | -16.4% | -7.0% | -0.6% | -7.5%[57.1 µM] | 4.1%[57.1 µM] | -5.8 | 49.4%[activator] | -8.2% | 3.6% |
| COC(=O)[C@@H]1CCCN1C(=O)CCc1nnc(CCC2CCCCC2)o1 | -5.9% | -8.7% | -3.3% | 24.3% | 3.3% | 0.5 | 33.5% | -3.0% | -3.7% |
| Cc1cc(NC(=O)c2ccco2)c(=O)n(Cc2c(F)cccc2Cl)c1 | -5.1% | -7.5% | 0.5% | 44.0%[activator] | 21.5% | 2.0 | 25.8% | i | 3.0% |
| COc1cc(C(=O)NC2CCCc3ccccc32)cc(OC)c1OC (stereo unspecified) | 4.9% | -12.1% | -10.6% | 9.1% | 6.4% | -1.7 | -2.8% | -1.1% | 4.4% |
| COc1ccc(-c2nc(-c3ccccn3)nc(N3CCN(C)CC3)c2C#N)cc1 | -2.6% | -21.4% | -8.0% | -7.8% | -8.5% | -0.1 | 39.8%[activator] | 9.9% | -11.6% |
| COCCN(C(=O)COC(=O)CCC1CCCCC1)c1c(N)n(Cc2ccccc2)c(=O)[nH]c1=O | -0.3% | ? | . | . | . | -5.5 | . | i | -2.7% |
| COc1ccc(N(CC(=O)N2CCN(C)CC2)S(=O)(=O)c2ccccc2)cc1OC | -9.4% | -11.5% | 2.5% | -26.7% | -11.5% | -0.2 | 23.3% | -0.7% | 1.2% |
| O=C(CSc1ncn[nH]1)Nc1cccc(S(=O)(=O)N2CCCCCC2)c1 | 47.4%[activator] | -11.2% | -1.6% | 10.9%[57.1 µM] | 10.6%[57.1 µM] | 4.2 | 11.0% | 5.0% | -2.4% |
